Shiga toxin inh – inhibitors of Shiga toxin in Vero cells; Vero cells, Shiga toxin protein synthesis inhibition reporter; inhibition, % at 38.7 µM; hit rate 9.2% among 290,000; AID 2315; in the data active means inhibition mostly above about 28%, no sharp cut-off; inactive means mostly below about 43%; further: 0% is about no effect
Pf growth 48h – inhibits P. falciparum growth in the first generation, 48 h. P. falciparum luciferase growth in erythrocytes, 48 h. Potency, µM (highest dose often 28.7 µM), without a hit: at the top dose activity change, negative = inhibition, actives largely listed as inhibitors. hit rate 5.9% among 310,000. AID 504832; further: potency means the concentration at half of the fitted maximal effect; on the % scale 0 is the no-effect control and ±100 the full control effect
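Luciferase-expressing P. falciparum in infected erythrocytes (2% hematocrit, 0.1% parasitemia final) in RPMI 1640/0.5% Albumax were exposed to compound for 48 hours at 37 C, 5% CO2; growth read as luminescence.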
Pf growth 96h – inhibits malaria parasite growth, 96 h; P. falciparum luciferase reporter growth, 96 h; Potency, µM (doses to about 28.7 µM), for inactives: at the top dose activity change, negative = inhibition, actives largely listed as inhibitors; hit rate 6.9% among 320,000; AID 504834; further: potency means the concentration at half of the fitted maximal effect; on the % scale 0 is the no-effect control and ±100 the full control effect
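P. falciparum expressing integrated firefly luciferase grown in erythrocytes (2% hematocrit, 0.05% parasitemia final) with compounds for 96 hours at 37 C, 5% CO2. Growth inhibition read as loss of luminescence after adding luciferase detection reagent.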
Giardia FBPA inh – inhibitors of Giardia lamblia fructose-1,6-bisphosphate aldolase | purified Giardia FBPA | Potency, µM (top dose mostly 59.6 µM), without a hit: top-dose activity, negative = inhibition, hits mostly inhibitors | hit rate 0.71% among 290,000 | AID 2451; further: potency means the concentration at half of the fitted maximal effect; on the % scale 0 is the no-effect control and ±100 the full control effect; nearly all actives have a fitted effect of over 55% in size
Target sequence (A8B2U2 whole entry, looked up): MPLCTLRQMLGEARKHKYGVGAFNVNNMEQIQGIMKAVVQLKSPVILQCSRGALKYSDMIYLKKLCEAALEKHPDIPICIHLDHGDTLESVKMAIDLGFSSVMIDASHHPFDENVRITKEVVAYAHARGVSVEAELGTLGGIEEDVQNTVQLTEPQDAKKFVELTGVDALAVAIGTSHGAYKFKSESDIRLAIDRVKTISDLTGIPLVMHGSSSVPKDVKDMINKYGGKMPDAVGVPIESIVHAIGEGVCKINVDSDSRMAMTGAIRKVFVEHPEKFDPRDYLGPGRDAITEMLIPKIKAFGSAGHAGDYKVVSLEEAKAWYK
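40 nM FBPA preincubated 10 min at RT with compound (up to 57.5 uM final), then substrate plus GAPDH/TPI/NAD/arsenate coupling and diaphorase/resazurin added. Fluorescence read after 20 min at RT, 525/598 nm.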
CHX counter – counter-screen for Shiga toxin inhibitors: cycloheximide protein synthesis inhibition; cell reporter, cycloheximide protein synthesis inhibition counterscreen; max response, %; hit rate 12% among 300,000; AID 2314; in the data active means max response mostly above about 13%, no sharp cut-off; inactive means mostly below about 14%; further: read at 38.3 µM for the half of the compounds with a filed dose; 0% is about no effect
HCV inhibitor – HCV inhibition; Huh7.5.1 HCVcc-Cre infection, luciferase reporter, 44 h; hit rate 3.4% among 340,000; AID 651820; Potency, µM (top dose mostly 41.8 µM), inactives show top-dose activity change, negative = inhibition, hits mostly inhibitors; further: potency means the concentration at half of the fitted maximal effect; on the % scale 0 is the no-effect control and ±100 the full control effect
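Luciferase read-out (15 sec integration) after a 15 min room-temperature substrate step quantifies HCVcc-Cre infection. Cells, 1,000 per well, had compound added 4 h post-plating, then virus at ~0.5 moi, and were cultured 44 h.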
* hit, by the source's call; i = inactive; ? = inconclusive; · = no result given; & = joins results of further samples; [ ] = remark or other dose. Unless noted, the call rests on the fitted dose curve; in most records, active means well fitted curve in the direction sought with a large enough effect; inconclusive means small, poorly fitted or top-dose-only effect, or another doubt; inactive means no such curve, though single readings can be large; an effect the other way counts as inactive or inconclusive.

SMILES	Shiga toxin inh	Pf growth 48h	Pf growth 96h	Giardia FBPA inh	CHX counter	HCV inhibitor
CCOC(=O)Cc1csc(NC(=O)CCN2C(=O)c3cccc([N+](=O)[O-])c3C2=O)n1	-10	9%	13µM*	4%	-5	19%
Cn1c(SCC(=O)N2CCOCC2)nc2sc3c(c2c1=O)CCCC3	-11	-4%	·	3%	-3	?
COc1cc(C(=O)N2C(=O)CCC2=O)cc(OC)c1OC	-10	39%[activator]	?	-2%	-2	0%
COC(=O)C1=C(N)OC2=C(C(=O)CCC2)C1c1ccccc1OC (configuration not stated)	25	9%	12%	0%	-2	-3%
CCOC(=O)c1ccccc1NC(=O)CSc1cccc[n+]1[O-]	75	?	?	·	-3	5%
C=CCOC(=O)C1=C(C)NC(=O)NC1c1ccc(OC(=O)c2ccco2)c(OC)c1 (configuration not stated)	-24	4%	16%	7%	-2	17%
COc1ccc(OCc2nnc(NC(=O)Nc3ccccc3F)s2)cc1	-8	?	33%[activator]	-4%	2	-9%
O=C(CN1C(=O)NC2(CCc3ccccc32)C1=O)c1ccc2c(c1)OCCO2 (configuration not stated)	70*	-6%	·	7%	23	21%
OC(COc1ccc(Cl)cc1Cl)CN1CCc2ccccc2C1 (configuration not stated)	-3	-4%	?	·	-7	-12%
Cc1cc(NC(=O)CSc2nnc(-c3cccc(F)c3)n2N)no1	·	17%	-7%	·	·	7%
c1ccc(CCNCCCOc2cccc3ccccc23)cc1	·	3%	1%	-16%	-4	?
COc1cc(Cl)ccc1OCc1cc(C(=O)N(C)Cc2cccc3cnccc23)no1	70*	?	8%	·	61*	8.9µM*
BrC(/C=C\c1ccccc1)=N/Nc1nc(N2CCOCC2)nc(N2CCOCC2)n1	2	?	?	-3%	2	-13%
CC(C)c1onc(C(=O)N2CCCCC2)c1[N+](=O)[O-]	-5	-14%	2%	6%	1	12%
O=C(OCC#Cc1c(COC(=O)c2ccccc2)nnn1Cc1ccccc1)c1ccccc1	-5	?	31%	0%	-1	-26%
CO/N=C1\CCn2c1c(C)c1ccccc12	-8	?	-5%	5%	11	-13%
O=C(CSC(=S)N1CCSCC1)c1ccccc1	93*	440%[activator]	147%[activator]	8%	27*	2%
COc1cccc(NC(=O)COC(=O)c2nc(Cl)ccc2Cl)c1	21	0%	0%	-2%	6	-2%
CCCS(=O)(=O)c1c(S(=O)(=O)CCC)c2ccccn2c1C(=O)OC	-11	2%	·	3%	-1	-29%
COC(=O)c1cc(=O)c2cccc(OC)c2[nH]1	12	46%[activator]	24%	-8%	-2	-26%
C#CCN(C#N)c1nc(NCC)nc(NC(C)C)n1	-13	-11%	-17%	7%	-2	-28%
CC1(C)CCC(=O)N2CC[C@H]3C[C@H](OC(=O)Nc4ccc5c(c4)OCO5)C[C@@H]1[C@H]32	23*	23%	115%[activator]	6%	20*	2%
O=C(NCc1ccccc1)C12CN(Cc3ccccc3)CC1C(c1ccc([N+](=O)[O-])cc1)=NO2 (configuration not stated)	-6	12µM*	?	0%	-3	-22%
Cc1[nH]c2ccc(Cl)cc2c1C1=CCNCC1	-21	·	·	2%	-4	·
Cc1ccc(N2CC(C(=O)OCc3ccccc3)CC2=O)cc1 (configuration not stated)	-3	·	19%	5%	1	0%
CC(C)Cc1nc(SCC(=O)NCC2CCCO2)c2c(=O)n(C)c(=O)n(C)c2n1 (configuration not stated)	-4	1%	20%	2%	-2	-12%
Cn1c(O)c(C(=Nc2ccccc2)SCc2ccccc2Cl)c(=O)n(C)c1=O	33	-15%	8%	?	8	-18%
Cc1nc(-c2ccccc2)sc1C(N)=O	0	24%	14%	2%	15	?
CC(C)C[C@@H](C(=O)NCc1ccco1)N1C(=O)N2CCc3c([nH]c4ccccc34)[C@@]2(C)C1=O	-3	?	?	-7%	-1	?
Cc1ccc(NC(=S)c2nc3ccccc3[nH]2)cc1	66*	185%[activator]	67%[activator]	7%	72*	-7%
CC1CCc2cc(F)cc3c(O)c(C(=O)NCC4CCCO4)c(=O)n1c23 (configuration not stated)	-8	·	-11%	?	2	-31%
C=CCCC(=O)N1CCC(Oc2cccc(C(=O)NCc3ccccn3)c2)CC1	-36	-22%	24%	·	-2	-9%
CC(C)N(Cc1nc(-c2ccccc2)no1)C(=O)C(Cl)(Cl)Cl	1	1.9µM*	-31%[1.15 µM]	5%	8	?
CCC(=O)N1N=C(c2ccc(C)cc2)CC1c1ccco1 (configuration not stated)	38	4%	-18%	-3%	10	-5%
CC(C)c1ccc(/C=C/c2ccc(=O)n(C)n2)cc1	93*	147%[activator]	145%[activator]	-4%	27*	-10%
CCn1ccnc1CN(C)Cc1cn(-c2ccccc2)nc1-c1ccc(OC)cc1F	24	0%	?	5%	5	?
C/C=C/C=C/C(=O)O	·	0%&-9%	0%&-1%	·	·	3%
Cc1nc(SCC(=O)Nn2c(-c3ccccc3)nc3ccccc3c2=O)n[nH]1	-11	-9%	13%	-23%	0	13%
CC(C)c1ccc2nc(N)sc2c1	64*	287%[activator]	i	7%	26*	10%
CC(=O)Nc1ccc(S(=O)(=O)Oc2cccc(/C=C3\SC(N)=NC3=O)c2)cc1	-8	?	?	3%	7	?
CSc1cccc(N2CC(C(=O)Nc3cccc(S(=O)(=O)N4CCCC4)c3)CC2=O)c1 (configuration not stated)	·	-22%	?	·	·	?
O=C1NN(c2ccccc2)C(=O)/C1=C\c1coc2ccc(O)cc2c1=O	20	-2%	38%[activator]	6%	11	5%
COc1cc(/C=C/C(=O)OCC(=O)NC(=O)NC(C)C)cc(OC)c1OC	11	13%	-1%	-15%	-2	?
Cc1cc(C)c2c(N)c(S(=O)c3ccc(C(C)(C)C)cc3)sc2n1 (configuration not stated)	48	26%	?	9%	-1	-9%
Cc1[nH]n(-c2ccccc2)c(=O)c1/C=N/N(C)c1ccccc1	45*	?	?	-24%	7	?
O=C(Nc1cc(Cl)ccc1Cl)C1CC(=O)N(c2ccccc2)C1 (configuration not stated)	8	-33%[1.15 µM]	-43%[1.15 µM]	0%	-4	14%
O=C(CCn1cccc1)Nc1nccs1	-14	3%	?	4%	-4	28%
COC(=O)CSc1nnc(-c2ccc3c(c2)OCO3)n1C	-21	10%	84%[activator]	2%	-2	27%
COCC1CCN(C(=O)C2CCN(c3nc(-c4ccccc4)nc4c3CCC4)CC2)C1 (configuration not stated)	-6	7.4µM*	?	2%	-2	?
CCC(C)(C)NC(=O)CN(CC1CCCO1)C(=O)CCC(=O)Nc1nccs1 (configuration not stated)	-11	55%[activator]	-5%	5%	-2	14%

Additional results.
SMILES	Shiga toxin inh	Pf growth 48h	Pf growth 96h	Giardia FBPA inh	CHX counter	HCV inhibitor
COc1ccccc1OCC(=O)Nc1cc(Cl)ccc1N1CCCCC1	·	10µM*	?	·	·	10µM*
CC(C)c1ccc(C2c3[nH]c4ccccc4c3C[C@H]3C(=O)N(c4ccccc4C(=O)N4CCC[C@H]4C(=O)O)C(=O)N23)cc1 (some centres not stated)	14	6.6µM*	?	10%	8	4%
CC(C)OP(=O)(c1ccc(N(C)C)cc1)C(O)c1ccccc1F (configuration not stated)	6	-2%	-7%	-3%	-1	5%
CN1CCN(S(=O)(=O)c2ccc3[nH]c(=O)oc3c2)CC1	-7	6%	9%	-17%	-2	29%
CCC(C)NC(=O)CCS(=O)(=O)c1ccc2c(c1)n(C)c(=O)c(=O)n2C (configuration not stated)	5	-2%	?	-4%	-1	0%
Cc1ccc(Nc2nnc(SCC(=O)c3c(N)n(C4CC4)c(=O)[nH]c3=O)s2)cc1C	·	-23%	?	·	·	-23%
COc1ccccc1C(=O)NCCC(=O)NCCc1ccccc1	-17	-13%	?	·	-3	1%
Cc1cccc(N2C(=O)CS/C2=N\NC(=O)c2cccnc2)c1C	16	11%	0%	1%	1	15%
COCCNC(=O)C(OC(=O)c1cc2oc(C)cc2n1C)C(C)C (configuration not stated)	-18	-9%	?	0%	-2	-11%
CC12CCC(C(=O)N3CCCc4ccccc43)(OC1=O)C2(C)C (configuration not stated)	-7	-2%	21%	1%	-3	8%
COC(=O)c1c(C)oc(C)c1S(=O)(=O)NCc1ccc(Cl)cc1	-12	-13%	5%	-4%	-2	13%
N#Cc1ccccc1S(=O)(=O)N1CCN(CC(=O)Nc2ccnn2C2CCCC2)CC1	·	?	-1%	·	·	-5%
Cn1c(=O)c2c(nc(NCc3ccc4c(c3)OCO4)n2Cc2ccccc2F)n(C)c1=O	42	?	6%	-13%	-10	?
CC(C)c1ccc(N2C=Nc3ccc(C(C)C)cc3C2)cc1	52*	?	?	1%	19*	?
CNC(=O)NC(=O)COc1c(F)c(F)cc(F)c1F	-8	-1%	-1%	5%	-2	1%
CCSc1nnc(NC(=O)C2Cc3ccccc3CN2S(=O)(=O)CC)s1 (configuration not stated)	30	-7%	13µM*	10%	30*	-7%
CC(C)(C)C(=O)NC(=S)Nc1ccccc1C(=O)NC1CCCCC1	1	6%	87%[activator]	2%	1	6%
CN(CC(=O)Nc1ccccc1Cl)C(=O)c1ccc(N2CCCCCC2)c([N+](=O)[O-])c1	·	26%	114%[activator]	·	·	?
COC(=O)c1cn(CCOc2ccccc2OC)c2ccccc12	26	-9%	-2%	-2%	1	?
Cc1noc(C)c1CSCC(=O)Nc1ccc(OC(F)F)c(Cl)c1	·	-7%	57%[activator]	·	·	-20%
COCCNC(=O)C(c1ccc(OC)cc1)N(Cc1ccco1)C(=O)CCC(=O)Nc1ccccn1 (configuration not stated)	-5	4%	-11%	3%	-2	-13%
COc1ccccc1CC(=O)Nc1sc2c(c1C(N)=O)CCCC2	-6	?	-29%	-8%	-2	20µM*
Cc1ccc(S(=O)(=O)CC(=O)c2cc(C)c(O)c(C)c2)cc1	2	25%	1%	1%	5	17%
Oc1ccc(O)c2c1C1c3ccccc3C2c2ccccc21	-11	?	0%	2%	-1	·
COc1ccc(/C=C/C(=O)Nc2ccc(-n3nncc3-c3ccccc3)cc2)cc1OC	12	?	0%	-2%	-2	13µM*
COc1ccc(C(=O)C(C)OC(=O)c2sc(C)nc2C)cc1 (configuration not stated)	·	-11%	-12%	·	·	-6%
Cc1ccc(NC(=O)CSc2nc3ccc(Nc4nc(N5CCOCC5)nc(N5CCOCC5)n4)cc3s2)cc1	7	?	?	·	5	-17%
O=C(Nc1nnc(CCc2ccccc2)s1)C1CCCO1 (configuration not stated)	39	33%[activator]	0%	8%	15*	12%
O=C(Nc1nc2ccccc2[nH]1)C1CC1	45	83%[activator]	100%[activator]	-2%	23*	?
N#CC1(c2ccccc2)CCCN1C(=O)c1ccc(Br)o1 (configuration not stated)	45	-30%	?	5%	2	12%
Oc1ccc(-n2nnnc2SCc2c(F)cccc2Cl)cc1	-2	?	?	9%	-3	11%
CCn1c2ccccc2c2cc(NC(=O)CSc3nnc(C4CC4)n3Cc3ccco3)ccc21	-3	-44%	10%[5.75 µM]	-8%	1	13%&-24%

In the list so far, three contain a thiophene ring, fused or not.
SMILES	Shiga toxin inh	Pf growth 48h	Pf growth 96h	Giardia FBPA inh	CHX counter	HCV inhibitor
Cn1c(SCC(=O)N2CCOCC2)nc2sc3c(c2c1=O)CCCC3	-11	-4%	·	3%	-3	?
Cc1cc(C)c2c(N)c(S(=O)c3ccc(C(C)(C)C)cc3)sc2n1 (configuration not stated)	48	26%	?	9%	-1	-9%
COc1ccccc1CC(=O)Nc1sc2c(c1C(N)=O)CCCC2	-6	?	-29%	-8%	-2	20µM*

2 compounds picked at random from those above, as already listed:
SMILES	Shiga toxin inh	Pf growth 48h	Pf growth 96h	Giardia FBPA inh	CHX counter	HCV inhibitor
Cc1ccc(S(=O)(=O)CC(=O)c2cc(C)c(O)c(C)c2)cc1	2	25%	1%	1%	5	17%
O=C(Nc1nnc(CCc2ccccc2)s1)C1CCCO1 (configuration not stated)	39	33%[activator]	0%	8%	15*	12%
